N-glyco inh = N-linked glycosylation inhibition; 360,000 tested, 0.23% active; D54 ERlucT glycosylation luciferase reporter, 24 h; percent of 100 nM tunicamycin response; reporter increase, % at 12.5 µM;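 active = mean luciferase reporter signal, scaled so untreated is 0 and the glycosylation-blocking control 100, at or above a set limit in every replicate; inconclusive = mean reaches the limit but not every replicate does; inactive = mean below the limit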;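 also: luciferase carries N-glycosylation sites so blocking glycosylation raises the light; 0% = median of neutral control wells and 100% = median of 100 nM tunicamycin wells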
MC4R antagonist = human MC4R antagonism in cAMP assay | inhibition, % at 6.5 µM | 360,000 tested, 0.48% active | MC4R-expressing cells, MTII-stimulated cAMP, LANCE TR-FRET | AID 540295 | P32245;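 active = inhibition above its plate's cutoff, the mean of tested wells on that plate plus 3 SD, cut at about 29% in these data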;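 also: 0% = Melanotan II alone and 100% = Melanotan II plus saturating MCL0020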
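System: U2OS cells stably expressing human melanocortin 4 receptor (MC4R). Reagent: Melanotan II challenge after compound preincubation. Doses: 6.5 µM. Times: 30-min compound, 1-h challenge, 1-h detection, room temperature. Measured by: TR-FRET with Eu-cAMP and labeled anti-cAMP, 671 nm. Replicates: singlicate.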
hiPSC survival = enhancers of human iPSC single-cell survival; hiPSC single-cell survival, ATPlite luminescence; 100% = ROCK inhibitor wells, 0% = DMSO; survival enhancement, % at 20 µM; 360,000 tested, 0.044% active; in the data active = survival enhancement above about 18%;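 also: cells exposed to compounds for 16 hours before the ATP read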
ABHD5-PLIN5 inh = inhibitors of human ABHD5-perilipin-5 interaction; 360,000 tested, 0.78% active; Q00G26+Q8WTS1; inhibition, % at 4 µM; Split G. princeps luciferase complementation, luminescence, 4 h;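 active = inhibition above the mean inhibition across every tested compound plus 3 SD, cut at about 22% in these data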;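 also: 0% = DMSO only wells and the 100% control is not disclosed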
Target sequence (Q00G26 whole entry, looked up): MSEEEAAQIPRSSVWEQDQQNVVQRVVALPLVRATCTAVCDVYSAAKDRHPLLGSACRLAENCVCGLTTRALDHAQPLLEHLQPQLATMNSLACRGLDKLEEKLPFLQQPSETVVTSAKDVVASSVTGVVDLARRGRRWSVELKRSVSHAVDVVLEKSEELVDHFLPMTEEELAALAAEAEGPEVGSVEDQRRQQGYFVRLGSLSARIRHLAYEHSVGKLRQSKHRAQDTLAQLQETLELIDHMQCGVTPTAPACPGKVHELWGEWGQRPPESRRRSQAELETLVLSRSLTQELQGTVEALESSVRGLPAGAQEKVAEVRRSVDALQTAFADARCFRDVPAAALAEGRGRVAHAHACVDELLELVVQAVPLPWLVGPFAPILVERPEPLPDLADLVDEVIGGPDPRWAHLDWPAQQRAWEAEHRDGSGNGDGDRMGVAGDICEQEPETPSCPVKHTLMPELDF
Target sequence (Q8WTS1 whole entry, looked up): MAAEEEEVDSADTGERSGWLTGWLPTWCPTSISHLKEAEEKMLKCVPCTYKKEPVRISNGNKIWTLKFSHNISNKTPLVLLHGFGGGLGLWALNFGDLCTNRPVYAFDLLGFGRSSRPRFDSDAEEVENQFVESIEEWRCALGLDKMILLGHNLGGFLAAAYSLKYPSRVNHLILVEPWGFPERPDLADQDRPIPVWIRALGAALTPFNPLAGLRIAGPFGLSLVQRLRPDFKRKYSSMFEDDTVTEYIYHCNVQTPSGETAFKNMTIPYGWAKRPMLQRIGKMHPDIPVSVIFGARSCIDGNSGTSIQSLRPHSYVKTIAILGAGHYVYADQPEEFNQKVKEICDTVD
aDG glyco act = increases alpha dystroglycan glycosylation | 360,000 tested, 0.22% active | activation, % at 10 µM | Pro5-aDG cells, alpha-DG glycosylation AlphaScreen (IIH6); 0% Pro5, 100% B10-LARGE cell signal;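 active = activation of at least 8% versus controls, or a plate z-score of at least 8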;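 also: Pro5 are CHO cells carrying HIG-tagged alpha-DG that lacks glycosylation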
MC4R ag barr = human MC4R agonism via beta-arrestin. 360,000 tested, 0.98% active. U2OS MC4R beta-arrestin complementation, luminescence; percent of melanotan II response, DMSO zero. P32245. AID 540308. activation, % at 8.9 µM;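 active = activation above a per-plate cutoff, the mean activation of sample wells on that plate plus 3 SD, cut at about 8% in these data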
Cardio protect = modulators protecting cardiomyocytes from myocardial damage; AID 588492; H9c2 cardiomyocytes, H2O2 injury protection, ATPLite, 2 h; 360,000 tested, 0.63% active; protection from H2O2 cell death, % at 20 µM;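 active = compounds giving at least 50% protection of heart cells from peroxide-induced death in the single-dose screen, raw or plate-pattern-corrected value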;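 also: 0% = DMSO wells with peroxide and 100% = DMSO wells without peroxide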
HTR2A ag = agonists of mouse serotonin 5-HT2A receptor (HTR2A); P35363; CHO-K1 mHTR2A beta-arrestin complementation, luminescence; percent of 30 µM serotonin response; activation, % at 7.6 µM; 360,000 tested, 0.66% active; AID 624169;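 active = activation above a run cutoff, the mean activation of all tested compounds plus 3 SD, cut at about 14% in these data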;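 also: 0% = plate median of compound wells and 100% = 30 µM serotonin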
ABCB6 inh 2 = human ABCB6 transporter inhibition; Q9NP58; K562-ABCB6 porphyrin accumulation, flow cytometry, 1 h; stronger effect = lower value; fluorescence ratio to DMSO, % at 10 µM; 360,000 tested, 0.19% active; AID 602162;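 active = fluorescence ratio to DMSO below 75%, the collection mean minus 3 SD; inconclusive = too few cells collected in the well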;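 also: signal is porphyrin accumulated inside mitochondria; 100% equals median channel fluorescence of DMSO control wells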
Exocytosis inh = blocks lytic granule exocytosis | TALL-104 LAMP-1 surface exposure, flow cytometry; cells stimulated with thapsigargin and PMA | inhibition, % at 10 µM | 360,000 tested, 0.66% active | AID 651702;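 active = inhibition above about 55%, limit read from the data; inconclusive = no clear call, values can overlap the other calls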
Numbers without * were called inactive; ? = inconclusive; · = not tested or not shown.

SMILES | N-glyco inh | MC4R antagonist | hiPSC survival | ABHD5-PLIN5 inh | aDG glyco act | MC4R ag barr | Cardio protect | HTR2A ag | ABCB6 inh 2 | Exocytosis inh
C#CCN1C(=O)C(O)(CC(=O)c2ccc3c(c2)OCCO3)c2ccccc21 (stereo not drawn) | -0.1 | 11.5 | -2.5 | -7.1 | 0.4 | 0.6 | 4.6 | -0.3 | 101.0 | -4.7
COC(=O)c1ccc(COC(=O)CNC(=O)CNC(=O)c2ccc(C)cc2)cc1 | -0.6 | 11.0 | -0.2 | 3.0 | 0.1 | -2.6 | -4.6 | -4.2 | 97.0 | -6.1
Cc1cc(C)n2nc(S(=O)(=O)Nc3c(Cl)cccc3Cl)nc2n1 | 0.1 | 5.0 | -0.3 | 3.2 | 0.2 | -0.7 | 1.5 | -1.2 | 103.0 | 2.2
N#C/C(=C/c1ccco1)c1nc2ccccc2s1 | -3.8 | -6.3 | -2.8 | -4.7 | -0.1 | 9.6* | -7.5 | -3.7 | 91.0 | ?
Cc1cc(F)ccc1S(=O)(=O)Nc1ccccc1C(=O)Nc1ncn[nH]1 | -3.8 | -3.8 | -0.2 | -9.2 | 0.1 | -2.1 | -7.7 | -1.4 | 105.0 | 0.5
CCCCCC(=O)NNC(=O)c1ccc(-c2ccccc2)cc1 | 2.1 | -5.5 | 0.0 | 7.4 | -0.1 | 0.1 | 0.1 | -2.4 | 101.0 | -3.0
CCN(CC)CCNc1ncnc2c1sc1nc(N3CCOCC3)c3c(c12)CCCC3 | -9.6 | 0.3 | -0.8 | 12.3 | -0.1 | -1.8 | -26.3 | -5.0 | 96.0 | 17.7
Cc1ccc(C)c(NS(=O)(=O)c2c(C)nn(C)c2C)c1 | -0.6 | 8.5 | 0.4 | 4.9 | 0.2 | -1.3 | 0.6 | -0.9 | 89.0 | -2.1
CCc1ccc(N(C(=O)c2csnn2)C(C(=O)NC2CCCC2)c2cccnc2)cc1 (stereo not drawn) | 2.2 | 0.0 | 0.2 | -0.4 | 0.2 | -0.3 | -1.8 | -1.4 | 95.0 | 12.5
CN1c2ccccc2N(C)C1(C)c1ccccc1 | 0.9 | -2.9 | -0.6 | -2.5 | 1.0 | -1.6 | -19.1 | 0.5 | 99.0 | -2.4
O=C(Nc1ccc(Cl)cc1)N(Cc1cccs1)Cc1cccs1 | -4.2 | 8.3 | -4.6 | -2.9 | 2.0 | 1.1 | -23.0 | -4.7 | 93.0 | -0.1
NC(CCc1ccccc1)c1csc(Nc2ccc(C(=O)c3ccccc3)cc2)n1 (stereo not drawn) | -3.9 | 12.7 | -3.8 | 11.3 | 8.0* | 13.1* | -11.7 | -1.8 | 95.0 | 1.9
O=C(NCc1cccs1)C1CC(=O)N(c2ccccc2)C1 (stereo not drawn) | · | 6.9 | -0.6 | -1.9 | 0.0 | 3.1 | 12.0 | 3.2 | 102.0 | -2.0
Cn1cc(Cl)c(C(=O)NNC(=S)NC2CCCCC2)n1 | 0.9 | 5.7 | 0.1 | -0.6 | -0.1 | -2.9 | -0.6 | 0.0 | 93.0 | -6.6
O=C(c1cc(S(=O)(=O)N2CCOCC2)ccc1F)N1CCc2ccccc21 | 0.2 | 0.3 | -0.4 | 7.2 | -0.1 | 2.7 | -1.5 | 2.7 | 98.0 | -1.2
CCOC(=O)C(C(=O)OCC)C(Nc1cccc(Br)c1)c1ccccc1 (stereo not drawn) | 19.5 | 5.3 | -1.4 | 14.6 | 0.2 | 2.8 | -5.0 | 2.9 | 102.0 | 3.6
COc1ccc(N2CCN(C(=O)c3cccc(NC4=NC5CS(=O)(=O)CC5S4)c3)CC2)cc1 (stereo not drawn) | 1.1 | 13.1 | -0.3 | -11.3 | 0.0 | 2.4 | 7.1 | -4.0 | 96.0 | -3.4
O=C(c1cc(COc2ccc(F)cc2Cl)on1)N1CCCCC1c1cccnc1 (stereo not drawn) | 2.2 | 2.2 | -0.1 | 12.9 | 0.0 | 1.7 | -1.4 | 5.8 | 101.0 | -1.5
COc1cc([N+](=O)[O-])ccc1NC(=O)CCN1C(=O)C2C3CCC(C3)C2C1=O (stereo not drawn) | 2.1 | 11.0 | 1.7 | -1.0 | -0.2 | 2.5 | 0.1 | 1.5 | 97.0 | -1.3
O=C1CSC(=S)N1c1ccccc1 | 1.9 | 4.7 | -1.6 | -3.7 | 0.2 | 1.0 | -2.7 | 2.8 | 97.0 | 5.0
Cn1c(SCCS(=O)(=O)c2ccc(Cl)cc2)nnc1-c1ccccc1 | -0.8 | -4.2 | -1.0 | 1.6 | -0.3 | -0.9 | -17.1 | -2.5 | 190.0 | 26.5
CSc1nnc2c3ccccc3c3ccccc3c2n1 | 5.7 | 1.4 | -3.1 | -7.6 | 0.0 | -2.8 | -4.0 | 9.3 | 99.0 | 39.8
O=C(CN1CCOCC1)N1CCCc2ccccc21 | 2.2 | 0.7 | 0.2 | 3.6 | -0.1 | -0.9 | -3.2 | 0.3 | 105.0 | 3.1
CCOC(=O)c1cnc2nc(SCc3ccccc3Cl)[nH]n2c1=O | 1.8 | 3.1 | 1.5 | -9.0 | 0.1 | -1.6 | -2.4 | -4.6 | 94.0 | 1.7
COc1ccccc1NC(=O)C1CCN(c2ncnc3c2nc2n3CCCCC2)CC1 | 1.7 | 1.2 | -0.5 | -1.3 | 0.8 | -2.0 | 0.8 | 5.4 | 91.0 | -4.3
CCCCN(C(=O)CN1CCOCC1)c1c(N)n(CC(C)C)c(=O)[nH]c1=O | -0.2 | -0.9 | -1.3 | -4.3 | 0.2 | 0.4 | -0.4 | 2.4 | 101.0 | 3.4
COc1ccc(/C=N/NC(=S)Nc2ccccc2)cc1 | 0.4 | -5.5 | 4.4 | -1.8 | -0.1 | -1.9 | 18.3 | 5.8 | 97.0 | -1.2
Cc1cccc(OC(=O)c2cn(C)nc2C(F)(F)F)c1C | 1.0 | -17.5 | -0.9 | -4.6 | 0.0 | -0.8 | -11.4 | 1.0 | 102.0 | 0.1
Cn1c(SCC(=O)Nc2cccnc2Cl)nnc1-c1ccco1 | 7.2 | 18.4 | 0.4 | 11.2 | -0.1 | -0.4 | 4.8 | 6.0 | 97.0 | 0.8
Cc1ccc([C@H]2C[C@@H](O)[C@H](n3cc(C4CC4)nn3)CN2C(=O)C2CCCCC2)cc1 | -0.8 | 3.0 | -1.2 | -0.9 | 0.3 | 1.8 | 4.8 | -5.5 | 99.0 | -2.3
ClCCn1cnc2c(SCc3ccccc3)ncnc21 | -13.4 | 1.0 | -1.8 | -0.4 | -0.1 | -1.4 | -1.4 | -1.1 | 102.0 | -9.3
c1cncc(-c2nn[nH]n2)c1 | 2.1 | 2.9 | 2.8 | -0.7 | -0.2 | -1.4 | 0.5 | 0.6 | 95.0 | -5.3
OC[C@@H]1CN(Cc2ccc3c(c2)OCO3)C[C@H](n2cnc3c(NC4CCCC4)ncnc32)O1 | -0.1 | 13.6 | 1.8 | 2.3 | -0.3 | -1.3 | 9.8 | -3.3 | 98.0 | 3.8
COCCNC(=O)c1c[nH]c2ccc(S(=O)(=O)N(C)c3ccc(C)c(C)c3)cc2c1=O | 0.6 | 6.4 | -0.4 | 13.0 | 0.5 | 0.6 | -1.3 | 6.1 | 99.0 | 10.5
CCn1c(N2CCN(CC(=O)c3c(C)n(C)c4ccc(OC)cc34)CC2)nc2c1c(=O)[nH]c(=O)n2C | 19.4 | 5.0 | -0.6 | -3.2 | 0.0 | -0.5 | 29.3 | -4.2 | 103.0 | -8.5
Cc1nn(CC(=O)Nc2ccc(S(N)(=O)=O)cc2)c(=O)c2ccccc12 | 2.0 | 10.1 | 0.7 | 4.6 | -0.2 | -0.3 | -2.0 | -0.4 | 98.0 | -12.4
c1cc(N2CCCCC2)nc(N2CCCCC2)n1 | -4.2 | -0.7 | -1.3 | 2.7 | -0.1 | -1.4 | -13.4 | 3.0 | 101.0 | -10.4
OC1(C2(O)CC(c3ccccc3)ON2)CCCCC1 (stereo not drawn) | 6.4 | -2.7 | -0.5 | 8.5 | 0.3 | 0.7 | 3.0 | -0.7 | 97.0 | 4.0
CC(=O)c1sc(=S)n(-c2ccc(Cl)cc2)c1C | 0.5 | 12.1 | -0.2 | 3.3 | -0.2 | -2.8 | -0.3 | -0.2 | 95.0 | 1.1
O=C(c1cccc(NS(=O)(=O)c2ccccc2)c1)N1CCCC1 | 0.5 | 2.3 | -0.2 | 10.6 | -0.2 | 0.4 | 0.6 | 2.9 | 97.0 | -3.7
CCOC(=O)C1C(c2ccccc2O)NC(=O)NC1(O)C(F)(F)F (stereo not drawn) | -0.3 | -1.5 | 0.2 | -3.5 | 0.0 | 0.8 | -1.8 | -2.2 | 97.0 | -1.8
Cc1cc2nn(-c3ccc(F)cc3)nc2cc1N | -13.4 | 17.0 | -0.5 | -19.5 | 0.5 | -0.4 | -12.3 | 7.4 | 105.0 | 2.3
CCCCCn1c(CN2CCN(Cc3ccccc3)CC2)nc2c1c(=O)n(C)c(=O)n2C | 3.0 | 17.6 | 0.9 | -0.7 | 0.4 | 1.4 | 14.9 | -0.5 | 95.0 | -0.1
CC(=O)Nc1cccc(NC(=O)C2CCN(C(=O)c3ccco3)CC2)c1 | 1.0 | 5.0 | -0.1 | 1.0 | 0.0 | 1.6 | -3.0 | 5.6 | 95.0 | -1.6
COCc1c(C(=O)Nc2nnc(C3CC3)s2)oc2ccccc12 | 0.5 | -4.9 | 6.6 | -10.2 | -0.4 | 1.2 | -0.4 | 7.0 | 95.0 | 6.1
Cc1ccc(-c2nc3c4ccccc4ccn3c2CN2CCCCC2)cc1 | -4.8 | -7.5 | -0.8 | -4.2 | 1.8 | 0.8 | -12.6 | -7.6 | 99.0 | -1.8
Nc1nc(SCC(=O)Nc2ccc3c(c2)OCO3)n[nH]1 | 0.8 | 3.4 | 0.3 | -8.2 | -0.2 | 0.1 | 14.6 | 0.7 | 90.0 | -1.2
COc1ccc(NC(=O)c2cc(-c3ccc(F)cc3OC(C)C)n[nH]2)c(OC)c1 | -0.5 | 3.6 | 4.9 | -7.4 | 0.3 | -1.2 | 6.6 | -0.6 | 92.0 | -5.5
CCCCOc1cccc(/C=N/NC(=O)c2csc(C)c2C)c1 | 0.0 | 7.7 | -1.6 | 1.1 | 0.5 | -0.2 | -12.1 | -6.3 | 94.0 | -2.7
O=C(NCCc1ccccc1)C1CCN(S(=O)(=O)c2ccccc2)CC1 | -2.1 | 0.4 | 3.1 | -4.0 | 0.2 | -0.7 | 0.8 | 0.7 | 92.0 | 1.3

Reformatted in CSV form: part of the list above
Compound,N-glyco inh,MC4R antagonist,hiPSC survival,ABHD5-PLIN5 inh,aDG glyco act,MC4R ag barr,Cardio protect,HTR2A ag,ABCB6 inh 2,Exocytosis inh
COc1ccccc1NC(=O)C1CCN(c2ncnc3c2nc2n3CCCCC2)CC1,1.7,1.2,-0.5,-1.3,0.8,-2.0,0.8,5.4,91.0,-4.3
CCCCN(C(=O)CN1CCOCC1)c1c(N)n(CC(C)C)c(=O)[nH]c1=O,-0.2,-0.9,-1.3,-4.3,0.2,0.4,-0.4,2.4,101.0,3.4

Compound activity: PubChem, several laboratories
